# hgDAF-12 ag = hgDAF-12 agonism, primary luciferase screen | HEK293 GAL4-hgDAF12 UAS-luciferase reporter, agonist luminescence; normalized to butyrate control | activation, % at 6.8 µM | 1.8% of 370,000 active;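 active = activation above a cutoff set at the mean of all screened compounds plus 3 SD, cut at about 10% in these data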;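 note: 0% = DMSO wells and 100% = sodium butyrate wells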
# DAX1 inh-1 = inhibits human nuclear receptor DAX1; HEK293 Gal4-DAX1 luciferase reporter, luminescence; 0.99% of 340,000 active; P51843; AID 504766; inhibition, % at 6.75 µM;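 active = inhibition above the mean over all tested compounds plus 3 SD, cut at about 4.2% in these data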;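 note: 0% = DAX1-transfected cells with DMSO and 100% = empty-vector control cells with DMSO; inhibition shows as a rise in luminescence from relieved DAX1 repression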
# Target sequence (P51843 207-470 limits assumed): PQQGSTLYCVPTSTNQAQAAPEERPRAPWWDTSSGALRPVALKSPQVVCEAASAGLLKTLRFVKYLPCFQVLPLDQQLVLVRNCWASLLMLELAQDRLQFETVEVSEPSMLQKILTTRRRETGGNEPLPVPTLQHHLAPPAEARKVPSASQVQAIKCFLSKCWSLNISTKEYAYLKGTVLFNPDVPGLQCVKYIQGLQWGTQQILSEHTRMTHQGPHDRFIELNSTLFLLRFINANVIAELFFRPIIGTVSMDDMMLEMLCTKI
# hcDAF-12 act = activators of H. contortus DAF-12 nuclear receptor. 1.4% of 370,000 active. activation, % at 6.8 µM. HEK293 hcDAF-12 lit1-tk-luc reporter, luminescence; 0% DMSO, 100% Δ7-dafachronic acid;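 active = activation above the mean of all tested compounds plus 3 SD, cut at about 5.5% in these data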;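 note: 100% = response to 3 µM Δ7-dafachronic acid high control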
# DAX1 inh-2 = blocks DAX1 repression of SF-1 activated StAR promoter. HEK293T StAR-luciferase reporter, SF-1/DAX-1 repression relief. inhibition, % at 6.8 µM. 1.1% of 370,000 active. AID 652010;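 active = inhibition above the mean over all tested compounds plus 3 SD, cut at about 3.6% in these data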;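 note: 0% = DAX-1 cells with DMSO and 100% = cells lacking DAX-1 with DMSO; higher inhibition means more luminescence from relief of DAX-1 repression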
# GC-B act = GC-B (human) receptor activation. P20594. HEK293-GC-B cells, CNP EC30, cGMP TR-FRET; 0% at EC30 CNP, 100% saturating CNP. activation, % at 10 µM. 0.11% of 370,000 active. AID 1920062;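 active = activation at 10 µM reaching about 35% in either raw or pattern-adjusted values, limit read from the data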
# NPR1 activator = GC-A (human) enzyme activation; activation, % at 10 µM; HEK293 GC-A cells, cGMP TR-FRET, EC30 ANP; 0% at EC30 ANP, 100% saturating ANP; P16066; 0.14% of 370,000 active; AID 1671463; in the data active = activation above about 40%
# sPLA2-III inh = Blocks human group III sPLA2 activity. Q9NZ20. QFRET BODIPY PC-A2 liposome hydrolysis, fluorescence. inhibition, % at 12.2 µM. 0.56% of 370,000 active;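 active = inhibition above mean plus 3 SD of compounds lying within the high and low control bounds, cut at about 19% in these data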;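 note: 0% = median of test compound wells and 100% = no enzyme DMSO wells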
# Target sequence (Q9NZ20 whole entry, looked up): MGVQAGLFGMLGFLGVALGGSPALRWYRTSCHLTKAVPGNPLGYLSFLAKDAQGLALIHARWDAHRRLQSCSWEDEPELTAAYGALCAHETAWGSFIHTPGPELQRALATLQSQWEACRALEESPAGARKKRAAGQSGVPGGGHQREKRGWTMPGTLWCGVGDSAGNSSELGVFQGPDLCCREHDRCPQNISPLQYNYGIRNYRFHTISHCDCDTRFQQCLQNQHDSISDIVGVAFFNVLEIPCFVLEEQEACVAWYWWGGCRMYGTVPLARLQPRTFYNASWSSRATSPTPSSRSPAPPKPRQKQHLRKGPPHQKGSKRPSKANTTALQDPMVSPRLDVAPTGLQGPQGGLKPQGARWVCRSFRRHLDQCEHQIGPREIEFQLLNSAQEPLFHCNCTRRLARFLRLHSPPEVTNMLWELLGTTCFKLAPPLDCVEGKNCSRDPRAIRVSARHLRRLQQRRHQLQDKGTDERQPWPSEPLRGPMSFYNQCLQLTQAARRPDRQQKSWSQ
# ADAM10 inh = inhibitors of human ADAM10. inhibition, % at 7 µM. recombinant ADAM10, EDANS/DABCYL FRET peptide cleavage, 3 h. 0.62% of 370,000 active. AID 720582;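 active = inhibition above a per-campaign cutoff equal to the mean of compounds falling between control-based bounds plus 3 SD, cut at about 20% in these data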;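 note: 0% = DMSO wells while the 100% control is not disclosed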
# GAA850 FXN act = frataxin GAA850 promoter activation | HEK293 lucGAA850 FXN promoter luciferase reporter, 24 h; percent of 10 µM SAHA response | 0.56% of 360,000 active | activation, % at 6 µM;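 active = activation above the average of all compounds screened plus 3 SD, cutoff fixed separately per campaign, cut at about 7.5% in these data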;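 note: 0% = DMSO wells and 100% = 10 µM SAHA wells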
# SMARCA2 act = SMARCA2 function activation, primary screen; MG213 cells, MMTV-luciferase reporter, dexamethasone, overnight; activation, % at 9.1 µM; 1% of 370,000 active; in the data active = activation above about 7.8%;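 note: 0% = vehicle wells and 100% = reference activator wells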
# ssDAF-12 act = activators of S. stercoralis DAF-12 nuclear receptor; 1% of 370,000 active; HEK293 ssDAF-12/GRIP1 lit1-tk-luc reporter, luminescence; % of 3 µM dafachronic acid response; AID 652126; activation, % at 6.8 µM;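 active = activation above the mean over all tested compounds plus 3 SD, cut at about 0.9% in these data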;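 note: 0% = DMSO-only wells and 100% = 3 µM delta7-dafachronic acid wells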
# Active calls of the source: *; nt = not tested or not shown. Hits appear at their usual frequency (roughly 6.6% active in at least one column).
SMILES,hgDAF-12 ag,DAX1 inh-1,hcDAF-12 act,DAX1 inh-2,GC-B act,NPR1 activator,sPLA2-III inh,ADAM10 inh,GAA850 FXN act,SMARCA2 act,ssDAF-12 act
COc1ccc(N(CC(=O)Nc2ccccc2SC)S(C)(=O)=O)cc1OC,-2.1,0.5,-1.1,-0.7,0,-2,-6,0,1.5,0,-1.1
c1ccc2cc(C3OCC4(CCCC4)CO3)ccc2c1,9.4,2.4,2.1,1.9,-1,1,15,-13,5.0,1,-0.7
CC(C)(C)c1ccc(C(=O)Nc2ccc(CN3CCS(=O)(=O)CC3)cc2)cc1,-5.6,-6.5,-3.5,-1.2,2,2,15,1,-1.5,-9,-1.9
COc1ccc([C@H]2C=C3CN(C(=O)OC(C)(C)C)S(=O)(=O)[C@H]3C[C@H]2OC(=O)c2ccc(C(F)(F)F)cc2)cc1,0.3,1.8,5.7*,1.3,4,-2,-1,-5,0.3,-1,-0.1
O=c1cc(/C=C/c2c(F)cccc2Cl)[nH]c2ccccc12,6.3,0.5,3.0,0.9,-6,-4,2,-201,3.7,3,-1.4
Nc1nonc1C(=O)NCCNc1ccc([N+](=O)[O-])cn1,2.3,0.8,1.0,-1.1,-6,-1,3,8,2.3,4,-1.0
COc1ccc(CC(=O)NC(=S)NNC(=O)COc2c(C)cccc2C)cc1,-0.6,-0.2,-1.1,0.3,0,0,5,-4,0.3,0,-1.6
O=C1NN=C(c2ccc(Cl)cc2)CC1c1cccc(Cl)c1 (stereo unspecified),-2.2,-0.5,-1.2,-1.2,-22,-19,-7,16,0.1,-1,-1.3
CCOC(=O)N1CCC(NC(=O)Cn2cc3c(n2)CCC(C)C3)CC1 (stereo unspecified),-0.6,0.5,-1.4,0.5,0,0,4,-11,0.4,-1,-1.2
Cc1sc(NC(=O)COc2ccccc2)c(C#N)c1-c1ccccc1,3.2,-1.1,-0.5,0.9,3,1,6,11,1.3,-3,-1.5
O=C(CN(Cc1ccccc1)S(=O)(=O)c1ccccc1)N/N=C/c1ccccc1C(=O)O,0.3,-0.4,0.1,-0.1,-2,5,-11,4,1.5,-3,-1.1
COC(=O)c1cccc(C23CC4(C2)[C@H](CN(C)[C@@H]4c2ccccc2)C3c2ccccc2)c1 (stereo partly specified),1.3,0.4,-0.7,0.1,-11,-10,11,-5,-3.9,0,-0.7
CCOC(=O)C[C@H]1c2ccccc2S(=O)(=O)N1c1ccccc1,-1.6,0.5,-1.1,0.0,5,-1,2,4,2.3,1,-1.3
CN(C(=O)c1cccc(NC(=O)Cc2ccc(NC(=O)C3CCN(C(=O)C4CCCC4)CC3)cc2)c1)C1CCC1,0.2,1.8,-0.2,-0.2,-5,1,-18,-4,1.8,-2,-1.2
O=C(CSc1nnc(Nc2ccccc2)s1)NC1CCS(=O)(=O)C1 (stereo unspecified),-2.8,0.6,-1.7,0.7,5,-1,-5,0,0.6,0,-1.0
O=C(CSc1ccsc1[N+](=O)[O-])NCc1ccco1,-1.7,-1.4,1.8,0.4,2,-3,7,-2,-0.5,-2,-1.2
COc1ccc(NC(=O)C2CCCN2S(=O)(=O)c2ccc(F)cc2)cc1 (stereo unspecified),-0.9,3.0,0.3,0.0,3,1,12,-6,3.1,-2,-1.3
c1cc2c3c(cccc3c1)C(N1CCOCC1)=N2,-0.4,nt,-0.1,0.7,-3,1,-4,-107,1.9,0,-0.8
COc1ccc(S(=O)(=O)N2CCOCC2)cc1NC(=O)CSc1ccccc1,-1.8,0.4,0.4,-0.4,0,0,-3,-6,2.3,1,-0.8
S=C(NCc1ccc(Cl)cc1)NCc1ccco1,0.8,-0.4,-0.2,0.0,0,2,9,-9,1.6,-1,-0.6
Fc1cccc(Nc2nc3ccccc3n3cnnc23)c1,0.5,-0.9,0.5,-0.3,-3,4,1,-5,2.4,-2,-1.1
CC1CN(C(=O)c2ccc(COc3ccccc3Br)o2)CC(C)O1 (stereo unspecified),-0.2,0.7,-3.7,-0.3,-9,1,-5,-5,2.5,1,-1.7
CC(O/N=C\c1ccccc1O)C(=O)Nc1ccccc1C(=O)N1CCOCC1 (stereo unspecified),0.2,0.8,-0.8,-0.8,3,-1,4,0,-1.4,-2,-1.3
Cc1cc(NC(=O)CCC(=O)N(Cc2ccco2)C(C(=O)NC2CCCCC2)c2cccs2)no1 (stereo unspecified),1.8,-0.9,-1.6,0.0,-1,-2,-9,-8,0.5,-1,-1.4
COc1ccc(CN2CCNC(=O)C2CC(=O)N2CCc3ccccc3C2)c(OC)c1 (stereo unspecified),0.7,0.1,-1.7,0.2,7,-1,2,2,3.3,-5,-0.8
CCc1ccc(NC(=O)C(C)OC(=O)/C=C/c2cccc([N+](=O)[O-])c2)cc1 (stereo unspecified),0.7,-1.8,0.4,0.0,0,1,2,0,0.8,-2,-0.4
N#CCSc1nc2ccccc2c(=O)n1CCC(=O)NC1CCCCC1,-1.4,1.2,-1.9,-0.4,-4,-3,3,-4,0.5,0,-1.2
CCOC(=O)C1=C(CNCCOc2ccc(OC)cc2)NC(=O)NC1c1ccc2c(c1)OCO2 (stereo unspecified),-1.1,-0.8,-0.6,-0.8,-7,-5,1,10,-2.6,-3,-1.2
CCOc1ccc(NC(=O)Nc2cc(C)ccc2OC)cc1,4.1,-1.3,-0.4,-0.4,4,4,-18,2,5.3,1,-0.7
COc1cccc(CSc2nc3nc(C)cc(C)n3n2)c1,-0.4,1.9,-0.9,0.5,5,5,2,2,2.0,0,-0.8
Cn1cnnc1Sc1ccc(/C=C(\CC(=O)O)c2nc3ccccc3s2)cc1[N+](=O)[O-],-2.4,2.0,-1.3,-0.1,-4,3,2,10,1.7,6,-0.5
CN(C)c1ccc(/C=N/NC(=O)c2nnn(-c3nonc3N)c2CN2CCCCCC2)cc1,4.6,0.6,0.1,0.3,-1,0,3,-19,2.9,-1,-1.8
CC(C)(C)SCCNC(=O)COc1ccccc1,1.4,0.2,-0.9,0.5,6,0,1,2,1.7,4,-1.3
Cc1nc2ccc(C(=O)NCCCn3ccnc3)cn2c1N(C)C(=O)CCc1ccccc1,0.6,nt,-1.1,1.0,3,2,3,-16,1.1,-3,-0.9
COCc1c(C(=O)OCC(=O)c2ccc[nH]2)oc2ccccc12,2.2,0.1,0.4,-0.2,-1,-5,-4,-10,-0.7,0,-1.2
Cc1c(Br)cc(C(=O)N2CCN(CCO)CC2)c(C)c1C,0.6,1.3,-1.1,1.5,1,1,-2,-19,-1.6,1,-1.0
O=C(NCc1cccnc1)c1ccc(S(=O)(=O)N2CCCCCC2)cc1,1.9,-1.4,-0.8,0.1,2,2,4,5,0.9,0,-1.6
O=C1NC(=O)/C(=C/c2ccccc2OCc2ccccc2)S1,2.2,-0.3,-1.3,-0.3,-4,0,-59,4,1.1,-1,-1.4
CCCc1cc(=O)[nH]c(SCC(=O)N2c3ccccc3NC(=O)C2(C)C)n1,5.6,0.9,0.1,0.4,5,-2,3,-6,1.0,-1,-1.6
COc1ccc(N(CC(=O)N/N=C/c2cccc3c2OCCO3)S(=O)(=O)c2ccc(NC(C)=O)cc2)cc1,-1.9,-0.3,-0.3,0.0,4,-12,-44,-72,-1.1,-1,-1.2
Cc1ccsc1C(=O)OCC(=O)c1ccc[nH]1,8.1,2.6,3.4,2.5,5,3,-6,2,5.4,2,-0.2
Cc1cc(C(=O)CSc2ccc(F)cc2)cc(C)c1OC(=S)N(C)C,-12,0.5,-5.8,-1.9,4,1,-52,8,-12,-7,-3.0
Cc1csc(-c2nc3ccccc3n2C(C(=O)Nc2c(C)cccc2C)C2CC2)c1 (stereo unspecified),-3.2,nt,0.8,-2.8,-4,-1,2,-183,nt,0,-0.9
CCOC(=O)CSc1c(-c2ccccc2)c2cc(Cl)ccc2[nH]c1=O,-1.5,-0.9,-0.5,-0.5,-4,-10,1,-8,2.5,1,-1.7
CS/C(=N\S(=O)(=O)c1cccs1)Nc1ccc(Cl)cc1,0.6,-0.5,-2.5,-0.2,-2,0,-16,6,3.1,0,-1.1
O=C(COc1ccc(Cl)cc1)NCc1nnc(SCC(=O)NCCc2ccccc2)o1,1.6,0.2,0.8,0.4,-9,-7,1,0,1.2,-5,-0.6
CC(C)c1ccc(C(=O)OCC(=O)c2c(N)n(C)c(=O)n(C)c2=O)cc1,-1.7,-2.6,-0.4,-0.3,5,4,-11,-2,-0.6,-4,-0.8
CCCC1=Nc2cc(C(=O)NCCCOCC)ccc2Sc2ccccc21,-6.0,-1.6,-1.2,2.7,7,0,-14,7,1.8,-4,-0.4
CC(C)OC(=O)c1cc(NC(=O)c2nn(C)cc2Br)cc(C(=O)OC(C)C)c1,-2.2,-0.8,-2.0,-0.3,11,7,3,-1,2.5,-2,-1.5
Cc1ccc(S(=O)(=O)NCCOc2nc(N(C)C)nc(N(C)C)n2)cc1,1.0,-3.0,-0.7,-0.2,-8,-3,-8,-1,2.7,0,-0.4

# (list continues)
SMILES,hgDAF-12 ag,DAX1 inh-1,hcDAF-12 act,DAX1 inh-2,GC-B act,NPR1 activator,sPLA2-III inh,ADAM10 inh,GAA850 FXN act,SMARCA2 act,ssDAF-12 act
Cc1cc(C(=O)N2CCN(c3ccc([N+](=O)[O-])cc3)CC2)c(C)o1,-2.4,0.3,-2.2,-3.0,4,3,3,2,0.4,-3,-1.2
COc1ccc(NC(=O)O[C@@H](C)[C@@H]2CN3CCc4c([nH]c5ccc(-c6ccc(OC)cc6)cc45)[C@@H]3C[C@@H]2N(C)C(=O)Nc2ccc(OC)cc2)cc1,1.9,-1.1,2.2,-1.2,0,1,-24,19,-2.9,-6,-1.1
S=C1NCN(CCc2ccccc2)CN1Cc1ccccc1,-0.6,0.7,-1.1,0.3,5,1,12,-4,0.2,-1,-1.0
CCCCC1=CC2=C(c3ccco3)C(=O)C(C)(OC(=O)c3ccc(OC)cc3)C(=O)C2=CN1C(CO)CO (stereo unspecified),-0.1,0.5,-1.1,-0.4,5,3,0,-5,1.3,0,-0.7
C=C(C)C(C)(C#CCN1CCCC1)OC(C)=O (stereo unspecified),0.4,0.5,-0.7,-0.1,5,1,6,-6,0.3,1,-0.2
CCc1nnc(NC(=O)c2ccc(NC(=O)C(C)C)cc2)s1,6.3,2.0,0.9,0.4,0,-5,-2,-5,1.7,0,-1.2
CC(O)Cc1cn(CC(=O)N2CCNCC2)nn1 (stereo unspecified),1.3,0.9,-0.9,0.3,1,-1,6,-5,-0.6,-1,-1.3
COc1cc([N+](=O)[O-])ccc1NC(=O)C[n+]1ccccc1C,2.5,0.4,-0.3,-1.0,1,0,0,5,-0.5,3,-1.3

# Looked up above:
# `c1cc2c3c(cccc3c1)C(N1CCOCC1)=N2` in GC-B act has -3
# `COC(=O)c1cccc(C23CC4(C2)[C@H](CN(C)[C@@H]4c2ccccc2)C3c2ccccc2)c1` (stereo partly specified) in ADAM10 inh has -5
